High-throughput results: PubChem, Sanford-Burnham Center for Chemical Genomics
PfGluPho inh: PfG6PD (Plasmodium falciparum) enzyme inhibition; PfGluPho enzyme, NADPH resazurin-diaphorase fluorescence; inhibition, % at 20 µM; 350,000 compounds, 0.78% hits;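 active means inhibition reaching at least a set limit at 20 µM in the primary screen, cut at about 59% in these data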;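 further: 0% = DMSO wells with substrate and 100% = DMSO wells lacking glucose-6-phosphate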
HKDC1 inhibitor: HKDC1 (human) hexokinase inhibition | recombinant HKDC1, G6PDH/diaphorase resazurin coupled fluorescence | inhibition, % at 20 µM | 340,000 compounds, 0.16% hits | AID 493160;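 active means inhibition above about 35% when tested at 20 µM, limit read from the data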;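 further: plate controls were DMSO wells with enzyme for no effect and DMSO wells lacking enzyme for full effect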
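Test system: recombinant HKDC1 (HK5) hexokinase enzyme, produced in-house; Amount: enzyme 5 µg/mL final; Buffer or medium: Tris pH 8.0 buffer with MgCl2, Tween-20, BSA, BME; Reagent: glucose and ATP substrates; Doses: 20 µM test compound, 1% DMSO; Incubation: 90 min reaction incubation at room temperature, dark; Detection: resorufin fluorescence at 613 nm.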
SENP6 inh: SENP6 protease inhibition; Q9GZR1; Recombinant SENP6 catalytic domain, aminoluciferin luminescence; inhibition, % at 10 µM; 330,000 compounds, 1.8% hits; AID 2599;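 active means inhibition above about 50% at the single tested dose, limit read from the data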;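 further: plate controls were DMSO wells with enzyme for no effect and DMSO wells lacking enzyme for full effect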
Target sequence (Q9GZR1 628-1112 limits assumed): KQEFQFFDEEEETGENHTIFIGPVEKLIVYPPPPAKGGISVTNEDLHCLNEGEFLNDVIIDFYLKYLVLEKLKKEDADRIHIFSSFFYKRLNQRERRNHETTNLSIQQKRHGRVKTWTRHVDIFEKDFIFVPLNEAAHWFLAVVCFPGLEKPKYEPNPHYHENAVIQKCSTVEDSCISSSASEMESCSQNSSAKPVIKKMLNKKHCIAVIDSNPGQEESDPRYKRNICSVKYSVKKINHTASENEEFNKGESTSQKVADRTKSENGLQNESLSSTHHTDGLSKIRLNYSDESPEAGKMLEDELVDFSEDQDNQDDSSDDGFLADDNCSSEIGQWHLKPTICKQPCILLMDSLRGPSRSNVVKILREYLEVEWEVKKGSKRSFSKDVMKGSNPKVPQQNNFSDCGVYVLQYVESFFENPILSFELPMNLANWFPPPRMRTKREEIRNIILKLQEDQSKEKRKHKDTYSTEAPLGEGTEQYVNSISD
Apaf-1 inh: blocks human Apaf-1 apoptosome activity; reconstituted apoptosome caspase-3 activity, DEVD-Rh110 fluorescence; 330,000 compounds, 0.71% hits; O14727; inhibition, % at 20 µM; active means inhibition of at least 40% at 20 µM;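 further: plate controls were DMSO wells for no effect and DEVD-CHO caspase inhibitor wells for full effect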
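Assay system: Apoptosome proteins | Medium: pH 7.5 Hepes buffer with CHAPS, BSA, DTT | Also added: Cytochrome c and DEVD-Rh110 substrate | Times: 30 min plus 50 min, RT | Detection: Rhodamine 110 fluorescence at Ex 480/Em 540 nm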
SENP8 block-1: SENP8 protease inhibition; Q96LD8; purified SENP8, Z-RLRGG-aminoluciferin cleavage, luminescence; inhibition, % at 10 µM; 330,000 compounds, 1.2% hits; AID 2540; in the data active means inhibition above about 50%
SENP7 inh: inhibitors of human SENP7 protease | recombinant SENP7, Z-RLRGG-aminoluciferin luminescence, 40 min | inhibition, % at 5 µM | Q9BQF6 | AID 434973 | 330,000 compounds, 1.5% hits;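 active means inhibition above about 50% at the single test dose, limit read from the data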;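 further: plate controls were DMSO with enzyme for no effect and no enzyme buffer wells for full effect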
Target sequence (Q9BQF6 706-1050 limits assumed): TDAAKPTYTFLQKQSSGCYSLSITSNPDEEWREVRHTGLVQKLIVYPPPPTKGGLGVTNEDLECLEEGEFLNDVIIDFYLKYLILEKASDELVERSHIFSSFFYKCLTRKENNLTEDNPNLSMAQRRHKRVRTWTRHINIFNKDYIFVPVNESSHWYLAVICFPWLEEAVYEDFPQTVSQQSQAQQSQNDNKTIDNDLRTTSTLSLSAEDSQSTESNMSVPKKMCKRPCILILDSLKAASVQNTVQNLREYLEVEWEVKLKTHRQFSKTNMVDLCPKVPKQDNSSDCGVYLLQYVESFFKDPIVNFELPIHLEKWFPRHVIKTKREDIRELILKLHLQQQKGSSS
SENP1 inh: inhibitors of human SENP1 SUMO protease catalytic domain. 360,000 compounds, 0.21% hits. recombinant SENP1 catalytic domain, CyPet-SUMO1-YPet FRET cleavage. Q9P0U3. inhibition, % at 10 µM;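 active means inhibition at least 30% at 10 µM, raw YFP signal under a set limit, fluorescence ratio 0.5 to 1.5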;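 further: 0% = enzyme with DMSO and 100% = no enzyme wells; some results filed as inactive read as strong as hits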
Target sequence (Q9P0U3 419-644 limits assumed): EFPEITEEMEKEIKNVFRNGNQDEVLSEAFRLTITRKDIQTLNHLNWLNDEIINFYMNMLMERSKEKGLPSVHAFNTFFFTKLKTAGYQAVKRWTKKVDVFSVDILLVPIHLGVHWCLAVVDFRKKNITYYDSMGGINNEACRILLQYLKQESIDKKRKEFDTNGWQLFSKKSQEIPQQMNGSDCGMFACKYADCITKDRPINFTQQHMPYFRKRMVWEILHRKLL
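system = hSENP1 catalytic domain, recombinant | reagent = SFCypet-SUMO1-SFYpet substrate at 25 nM | doses = one dose per compound, 10 µM, 0.5% DMSO | incubation = enzyme reaction for 50 min at room temperature, dark | measured by = FRET, CFP and YFP emission | controls = no-enzyme low, enzyme-DMSO high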
NALP3 yeast inh: NALP3 inhibition in yeast | Yeast reconstituted NLRP3/ASC/caspase-1, beta-gal luminescence, 24 h | inhibition, % at 10 µM | 330,000 compounds, 0.39% hits | AID 2825;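 active means inhibition of 50% or more; inactive means inhibition below 50%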;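 further: plate controls were induced DMSO wells for no effect and uninduced yeast grown without galactose for full effect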
SENP8 block-2: inhibitors of human SENP8 protease | Q96LD8 | recombinant SENP8, Nedd8 substrate fluorescence | inhibition, % at 20 µM | 360,000 compounds, 0.64% hits | AID 602440; in the data active means inhibition mostly above about 40%, no sharp cut-off; inactive means mostly below about 27%
An asterisk follows results filed as active.

Screening O=c1c2ccccc2oc2cc(NCCCn3ccnc3)ccc12 returned PfGluPho inh -2, HKDC1 inhibitor 4, SENP6 inh 15, Apaf-1 inh 13, SENP8 block-1 7, SENP7 inh 9, SENP1 inh -25, NALP3 yeast inh 11 and SENP8 block-2 -498.
Screening COc1ccc(C2CC(c3cccs3)=NN2C(=O)c2ccccc2)cc1OC (stereo not drawn) returned PfGluPho inh -3, HKDC1 inhibitor -2, SENP6 inh 9, Apaf-1 inh 8, SENP8 block-1 9, SENP7 inh 0, SENP1 inh -11, NALP3 yeast inh -1 and SENP8 block-2 5.
`COc1ccc(CC(=O)N/N=C/c2ccc(-c3cccc(C(=O)O)c3)o2)cc1OC` gave PfGluPho inh 11, HKDC1 inhibitor -1, SENP6 inh 5, Apaf-1 inh -1, SENP8 block-1 5, SENP7 inh 9, SENP1 inh -8, NALP3 yeast inh 6 and SENP8 block-2 -322.
Screening Cc1occc1C(=O)N/N=C/C=C/c1ccccc1[N+](=O)[O-] returned PfGluPho inh -8, HKDC1 inhibitor -6, SENP6 inh -11, Apaf-1 inh -12, SENP8 block-1 3, SENP7 inh 4, SENP1 inh 0, NALP3 yeast inh 20 and SENP8 block-2 28.
Screening Oc1ccc(Nc2nc3ccccc3nc2Nc2ccc(O)cc2)cc1 returned PfGluPho inh 46, HKDC1 inhibitor 7, SENP6 inh 11, Apaf-1 inh -6, SENP8 block-1 -4, SENP7 inh -12, SENP1 inh -41, NALP3 yeast inh 10 and SENP8 block-2 -73.
For Cc1ccc(C)c(OCc2cc(C(=O)N3CC[C@@H]4CCCC[C@H]4C3)no2)c1 the results were PfGluPho inh 15, HKDC1 inhibitor 0, SENP6 inh -6, Apaf-1 inh 15, SENP8 block-1 7, SENP7 inh -1, SENP1 inh -1, NALP3 yeast inh 6 and SENP8 block-2 3.
`COc1ccccc1CNC(=O)Cn1cc2c(n1)CCCC2` gave PfGluPho inh 3, HKDC1 inhibitor -5, SENP6 inh 7, Apaf-1 inh 1, SENP8 block-1 -8, SENP7 inh -2, SENP1 inh 3, NALP3 yeast inh 26 and SENP8 block-2 11.
For C=CC[C@@H](CC(=O)N[C@H](CO)Cc1ccccc1)C(=O)N[C@H](COC(=O)[C@H](CC=C)CC(=O)OC(C)(C)C)Cc1c[nH]c2ccccc12 the results were PfGluPho inh 26, HKDC1 inhibitor 2, SENP1 inh 2 and SENP8 block-2 27.
`COCCNC(=O)CSc1nc2cc(OC)c(OC)cc2c(=O)n1CCc1ccc(S(N)(=O)=O)cc1` gave PfGluPho inh -2, HKDC1 inhibitor 0, SENP6 inh -14, Apaf-1 inh -4, SENP8 block-1 -1, SENP7 inh -5, SENP1 inh 2, NALP3 yeast inh -12 and SENP8 block-2 3.
`O=C(Nc1cnn(Cc2ccc(F)cc2)c1)c1cnn2c(C(F)F)cc(-c3ccccc3)nc12` gave PfGluPho inh -2, HKDC1 inhibitor -4, SENP6 inh -23, Apaf-1 inh 2, SENP8 block-1 -4, SENP7 inh -9, SENP1 inh 1, NALP3 yeast inh -2 and SENP8 block-2 26.
Cc1cc(Cl)ccc1NC(=S)NCC(O)c1ccccc1 (stereo not drawn) was read as PfGluPho inh -17, HKDC1 inhibitor -6, SENP6 inh 1, Apaf-1 inh -3, SENP8 block-1 -10, SENP7 inh 14, SENP1 inh 0, NALP3 yeast inh 19 and SENP8 block-2 8.
CCOc1ccccc1C(=O)NC(C(=O)OCC(=O)Nc1nnc(-c2ccccc2)o1)C(C)C (stereo not drawn) was read as PfGluPho inh -31, HKDC1 inhibitor -8, SENP6 inh 3, Apaf-1 inh 18, SENP8 block-1 2, SENP7 inh 5, SENP1 inh 1, NALP3 yeast inh 4 and SENP8 block-2 -11.
`COc1ccccc1/C=C/C(=O)NC(=S)Nc1ccc(S(=O)(=O)N(C)c2ccccc2)cc1` gave PfGluPho inh 0, HKDC1 inhibitor -5, SENP6 inh 10, Apaf-1 inh 12, SENP8 block-1 0, SENP7 inh -5, SENP1 inh 0, NALP3 yeast inh 15 and SENP8 block-2 -6.
For Cc1cc(NS(=O)(=O)c2ccc(NC(=O)Nc3cccc(C(F)(F)F)c3)cc2)no1 the results were PfGluPho inh -15, HKDC1 inhibitor -1, SENP6 inh -8, Apaf-1 inh 14, SENP8 block-1 3, SENP7 inh 6, SENP1 inh 0, NALP3 yeast inh 11 and SENP8 block-2 16.
COc1cc(CNCCc2ccccc2F)ccc1OCC(=O)N1CCCCC1 was read as PfGluPho inh -16, HKDC1 inhibitor -11, SENP6 inh -13, Apaf-1 inh -2, SENP8 block-1 -2, SENP7 inh -7, SENP1 inh -1, NALP3 yeast inh 20 and SENP8 block-2 8.
For Cc1cc(C)n(-c2nc3c(c(=O)[nH]c(=O)n3C)n2CC(O)COc2ccc(Cl)cc2Cl)n1 (stereo not drawn) the results were PfGluPho inh -12, HKDC1 inhibitor 0, SENP6 inh 3, Apaf-1 inh 22, SENP8 block-1 -7, SENP7 inh -5, SENP1 inh -1, NALP3 yeast inh -2 and SENP8 block-2 12.
`CCOc1ccc(-n2c(C)c(C(C)=O)c3cc(OC(C)=O)ccc32)cc1` gave PfGluPho inh 10, HKDC1 inhibitor -3, SENP6 inh 17, Apaf-1 inh 10, SENP8 block-1 10, SENP7 inh -1, SENP1 inh -1, NALP3 yeast inh 10 and SENP8 block-2 7.
Screening CC(C)(C)NC(=O)CN(C(=O)C(=O)Nc1ccc2c(c1)OCCO2)N1CCOCC1 returned PfGluPho inh -2, HKDC1 inhibitor -7, SENP6 inh -14, Apaf-1 inh -8, SENP8 block-1 1, SENP7 inh 4, SENP1 inh 0, NALP3 yeast inh 9 and SENP8 block-2 4.
`CC12CCC(C(=O)Nc3cccc(Cl)c3Cl)([C@H](Br)C1=O)C2(C)C` (stereo partly drawn) gave PfGluPho inh 0, HKDC1 inhibitor -1, SENP6 inh 6, Apaf-1 inh -9, SENP8 block-1 1, SENP7 inh -1, SENP1 inh 0, NALP3 yeast inh 24 and SENP8 block-2 13.
COc1ccc(CN(C(=O)c2oc3ccccc3c2C)C2CCS(=O)(=O)C2)cc1 (stereo not drawn) was read as PfGluPho inh 10, HKDC1 inhibitor 0, SENP6 inh -13, Apaf-1 inh -21, SENP8 block-1 -3, SENP7 inh 2, SENP1 inh 3, NALP3 yeast inh 20 and SENP8 block-2 16.
For O=c1c2ccccc2nc2sc(Nc3cccc(Cl)c3)nn12 the results were PfGluPho inh 11, HKDC1 inhibitor -1, SENP6 inh -16, Apaf-1 inh -6, SENP8 block-1 -5, SENP7 inh 3, SENP1 inh -6, NALP3 yeast inh -4 and SENP8 block-2 -89.
For O=C(CSCc1ccc(Cl)cc1)N1CCCCC1 the results were PfGluPho inh 8, HKDC1 inhibitor -6, SENP6 inh 5, Apaf-1 inh -1, SENP8 block-1 -8, SENP7 inh -6, SENP1 inh 3, NALP3 yeast inh 20 and SENP8 block-2 29.
`CCc1cc(=O)[nH]c(SCc2ccc(C)cc2)n1` gave PfGluPho inh -11, HKDC1 inhibitor -2, SENP6 inh 16, Apaf-1 inh 3, SENP8 block-1 5, SENP7 inh -1, SENP1 inh 1, NALP3 yeast inh 12 and SENP8 block-2 21.
Screening O=c1[nH]cnc(O)c1C(c1ccc(F)cc1)c1c(O)nc[nH]c1=O returned PfGluPho inh -11, HKDC1 inhibitor -2, SENP6 inh 12, Apaf-1 inh -12, SENP8 block-1 -13, SENP7 inh -1, SENP1 inh -3, NALP3 yeast inh 21 and SENP8 block-2 22.
For CC1(C)C(c2cccs2)=[N+]([O-])C2(CCCCC/C2=N\NC(N)=S)N1O (stereo not drawn) the results were PfGluPho inh -2, HKDC1 inhibitor -4, SENP6 inh 1, Apaf-1 inh -12, SENP8 block-1 2, SENP7 inh -4, SENP1 inh 1, NALP3 yeast inh 14 and SENP8 block-2 11.
For O=C(NNC(=O)c1csc(N2CCOCC2)n1)c1cccnc1 the results were PfGluPho inh -10, HKDC1 inhibitor -4, SENP6 inh 11, Apaf-1 inh -5, SENP8 block-1 -6, SENP7 inh 3, SENP1 inh 3, NALP3 yeast inh 22 and SENP8 block-2 4.
`CCN(CC(=O)NCCCN1CCOCC1)S(=O)(=O)c1ccc(Cl)cc1` gave PfGluPho inh -12, HKDC1 inhibitor -8, SENP6 inh -3, Apaf-1 inh 3, SENP8 block-1 2, SENP7 inh 3, SENP1 inh 0, NALP3 yeast inh 8 and SENP8 block-2 10.
`CSc1ccc(N2C(=O)NC3(CCCCC3)C2=O)cc1` gave PfGluPho inh 3, HKDC1 inhibitor -3, SENP6 inh -7, Apaf-1 inh -7, SENP8 block-1 3, SENP7 inh 5, SENP1 inh -2, NALP3 yeast inh 10 and SENP8 block-2 14.
`O=C(/C=C/c1ccccc1Cl)N(Cc1cccs1)C1CCS(=O)(=O)C1` (stereo not drawn) gave PfGluPho inh 0, HKDC1 inhibitor 3, SENP6 inh -11, Apaf-1 inh 3, SENP8 block-1 2, SENP7 inh 9, SENP1 inh 0, NALP3 yeast inh 16 and SENP8 block-2 11.
Screening O=C1C=CC[C@H](/C=C/C[C@@H](O)C[C@H](O)CCc2ccccc2)O1 returned PfGluPho inh 5, HKDC1 inhibitor 1, SENP6 inh -6, Apaf-1 inh 5, SENP8 block-1 -8, SENP7 inh -18, SENP1 inh 0, NALP3 yeast inh 2 and SENP8 block-2 12.
For O=C(O)CCC(=O)c1ccc2sc3ccccc3c2c1 the results were PfGluPho inh -13, HKDC1 inhibitor 2, SENP1 inh 1 and SENP8 block-2 -23.

Part of the list above in order of number of heavy atoms, high to low:
Screening CC(C)(C)NC(=O)CN(C(=O)C(=O)Nc1ccc2c(c1)OCCO2)N1CCOCC1 returned PfGluPho inh -2, HKDC1 inhibitor -7, SENP6 inh -14, Apaf-1 inh -8, SENP8 block-1 1, SENP7 inh 4, SENP1 inh 0, NALP3 yeast inh 9 and SENP8 block-2 4.
COc1ccc(CN(C(=O)c2oc3ccccc3c2C)C2CCS(=O)(=O)C2)cc1 (stereo not drawn) was read as PfGluPho inh 10, HKDC1 inhibitor 0, SENP6 inh -13, Apaf-1 inh -21, SENP8 block-1 -3, SENP7 inh 2, SENP1 inh 3, NALP3 yeast inh 20 and SENP8 block-2 16.
For O=C(NNC(=O)c1csc(N2CCOCC2)n1)c1cccnc1 the results were PfGluPho inh -10, HKDC1 inhibitor -4, SENP6 inh 11, Apaf-1 inh -5, SENP8 block-1 -6, SENP7 inh 3, SENP1 inh 3, NALP3 yeast inh 22 and SENP8 block-2 4.
For O=c1c2ccccc2nc2sc(Nc3cccc(Cl)c3)nn12 the results were PfGluPho inh 11, HKDC1 inhibitor -1, SENP6 inh -16, Apaf-1 inh -6, SENP8 block-1 -5, SENP7 inh 3, SENP1 inh -6, NALP3 yeast inh -4 and SENP8 block-2 -89.
